Assay outcomes deposited in PubChem BioAssay by several laboratories.
MEP2 TOR yeast – alters MEP2-GFP fluorescence in TOR pathway yeast screen | S. cerevisiae MEP2-GFP strain, flow cytometry GFP, 3 h; 100% = DMSO control level | GFP response vs DMSO, % at 10 µM | hit rate 0.51% among 330,000 | AID 2016;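 active = GFP response versus DMSO above a set limit, roughly screen mean plus 3 SD, cut at about 180% in these data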;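 note: median GFP fluorescence of the barcode-gated MEP2-GFP cells per well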
Efflux pump mplx – inhibitors of Candida antifungal efflux pumps expressed in yeast. S. cerevisiae Candida pump triplex, Nile Red efflux. inhibition, % at 10 µM. hit rate 0.44% among 330,000. AID 485275;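 active = plate passing quality check with inhibition over a set limit, or well fluorescence over plate mean plus 4 SD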;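 note: Nile Red retained in pooled yeast measured as flow cytometry median fluorescence; 0% = buffer negative control and 100% = Enniatin B positive control; higher means more Nile Red kept so more efflux inhibition; some compounds called inactive have numbers as strong as hits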
RPL19A TOR yeast – yeast TOR pathway RPL19A-GFP modulation | S. cerevisiae RPL19A-GFP strain, flow cytometry, 3 h; stronger effect = lower value | hit rate 0.3% among 330,000 | percent response vs DMSO, % at 10 µM;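 active = percent response vs DMSO below 50%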;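 note: median channel GFP fluorescence of the barcoded RPL19A-GFP strain; ratio of sample median GFP to plate DMSO average so 100% = DMSO; lower means less RPL19A-GFP as with rapamycin TOR inhibition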
AGP1 TOR yeast – alters AGP1-GFP fluorescence in TOR pathway yeast screen; GFP response vs DMSO, % at 10 µM; hit rate 0.02% among 320,000; S. cerevisiae AGP1-GFP multiplex flow cytometry, 3 h; GFP as percent of DMSO wells;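 active = GFP response relative to DMSO above a set limit, near screen average plus 3 SD, cut at about 150% in these data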;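 note: median GFP channel fluorescence of the gated AGP1 strain per well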
LAP4-GFP MLPCN – modulators of TOR pathway LAP4-GFP in S. cerevisiae; AID 2023; hit rate 0.34% among 320,000; S. cerevisiae LAP4-GFP multiplex, flow cytometry GFP, 3 h; median GFP as percent of DMSO wells; GFP response vs DMSO, % at 10 µM;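 active = GFP response vs DMSO above a set limit, about the screen mean plus 3 SD, cut at about 150% in these data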
Yeast superoxide – lowers age-related superoxide in aged yeast cells | superoxide response (% of plate mean), % at 10 µM | S. cerevisiae aged cells, superoxide DHE fluorescence; stronger effect = lower value | hit rate 0.18% among 330,000;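 active = superoxide response under a set limit, about three screen SD below normal, cut at about 65% in these data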;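 note: yeast aged for seven days with compound at 30 °C before DHE staining; 100% = average MFI of all compound-treated wells on the plate with controls excluded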
CIT2-GFP yeast – modulators of TOR pathway CIT2-GFP in S. cerevisiae; AID 2029; S. cerevisiae CIT2-GFP strain, flow cytometry, 3 h; 100 means same as DMSO wells; GFP response vs DMSO, % at 10 µM; hit rate 0.065% among 320,000;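 active = GFP response relative to DMSO above a set limit, near the screen mean plus 3 SD, cut at about 150% in these data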;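 note: ratio of well median GFP fluorescence to mean of DMSO wells on the plate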
AHR act – activators of human aryl hydrocarbon receptor. AHR-responsive luciferase reporter cells, luminescence. hit rate 2.5% among 320,000. activation, % at 5 µM; in the data active = activation above about 47%;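 note: 0% = vehicle wells and 100% = reference agonist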
Target sequence (P35869 whole entry, looked up): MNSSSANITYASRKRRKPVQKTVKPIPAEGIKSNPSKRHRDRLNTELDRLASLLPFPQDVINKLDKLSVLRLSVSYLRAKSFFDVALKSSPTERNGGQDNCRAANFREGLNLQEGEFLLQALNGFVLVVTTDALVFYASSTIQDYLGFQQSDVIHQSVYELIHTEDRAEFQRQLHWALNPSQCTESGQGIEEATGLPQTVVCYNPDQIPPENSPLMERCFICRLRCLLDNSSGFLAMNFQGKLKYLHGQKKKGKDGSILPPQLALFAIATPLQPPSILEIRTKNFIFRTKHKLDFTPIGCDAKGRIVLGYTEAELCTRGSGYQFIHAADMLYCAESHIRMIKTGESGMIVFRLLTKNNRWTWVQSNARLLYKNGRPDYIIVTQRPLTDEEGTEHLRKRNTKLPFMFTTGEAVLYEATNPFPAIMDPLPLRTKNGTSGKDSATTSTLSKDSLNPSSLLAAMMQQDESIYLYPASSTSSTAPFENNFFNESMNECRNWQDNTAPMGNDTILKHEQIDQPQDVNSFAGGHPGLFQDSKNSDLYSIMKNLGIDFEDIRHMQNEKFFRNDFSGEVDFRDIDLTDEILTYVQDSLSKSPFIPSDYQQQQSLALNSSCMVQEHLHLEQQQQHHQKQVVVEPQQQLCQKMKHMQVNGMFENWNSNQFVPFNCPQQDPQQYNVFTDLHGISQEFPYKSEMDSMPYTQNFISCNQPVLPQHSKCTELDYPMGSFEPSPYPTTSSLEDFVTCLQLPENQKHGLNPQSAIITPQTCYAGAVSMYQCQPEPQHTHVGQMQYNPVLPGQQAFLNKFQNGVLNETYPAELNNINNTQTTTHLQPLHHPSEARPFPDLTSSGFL
An asterisk follows results filed as active; . = not tested or not shown; + = active, no number.

The line under a structure holds: MEP2 TOR yeast	Efflux pump mplx	RPL19A TOR yeast	AGP1 TOR yeast	LAP4-GFP MLPCN	Yeast superoxide	CIT2-GFP yeast	AHR act
1. CCc1nnc(NC(=O)c2ccc(S(=O)(=O)N3CCN(Cc4ccccc4)CC3)cc2)s1
    92	0.1	93	91	87	91	92	-1
2. Nc1cc(OC(=O)c2cccs2)nn1S(=O)(=O)c1ccccc1
    89	0.1	93	88	87	89	85	0
3. CC(=O)c1c(C(C)=O)c(C)n(-c2cccc3cccnc23)c1C
    100	0.0	97	100	100	120	95	0
4. COCCN(Cc1cc2cc(C)ccc2n2nnnc12)C(=S)Nc1ccc(C)cc1
    93	-0.1	98	101	106	93	95	2
5. Cc1csc(NC(=O)C2CCCO2)n1 (stereo not drawn)
    103	-0.1	106	105	99	99	112	-2
6. CCOC(=O)N1CCN(CC(O)COc2ccc(-c3ccccc3)cc2)CC1 (stereo not drawn)
    112	0.1	101	103	101	85	106	3
7. CCOC(=O)N1CCN(S(=O)(=O)c2c(C)nn(C)c2C)CC1
    101	0.0	90	95	96	102	99	-1
8. NS(=O)(=O)c1ccc(CCNC(=O)C2Cc3ccccc3CN2C(=O)c2ccco2)cc1 (stereo not drawn)
    107	-0.3	100	113	100	86	105	1
9. CCC(=O)Nc1ccc2oc(-c3ccccc3Br)nc2c1
    91	0.1	.	85	125	123	81	-15
10. Cc1ccc(S(=O)(=O)N2CCC(C(=O)N[C@H](C(=O)N3CCN(C)CC3)C(C)C)CC2)cc1
    98	0.1	98	97	97	86	99	3
11. CCOc1ccccc1N1CCN(C(=O)NC(C)c2ccc(F)c(F)c2)CC1 (stereo not drawn)
    94	0.5	106	94	87	85	96	4
12. CN(C)CCCN(C(=O)c1ccc(Br)s1)c1nc2cc3c(cc2s1)OCCO3
    96	0.0	98	105	123	98	96	-8
13. CCN(Cc1ccccc1)C1CCN(Cc2ccc(SC)cc2)CC1
    118	0.1	102	106	116	96	99	0
14. Cc1[nH]n(-c2ccccc2)c(=O)c1C(C[N+](=O)[O-])c1ccc(Cl)cc1 (stereo not drawn)
    77	-0.1	107	106	98	77	110	5
15. COc1ccc(-n2cc(CNC(C)c3ccncn3)c(-c3cccc(F)c3)n2)cc1 (stereo not drawn)
    102	-0.2	98	98	110	94	102	0

Next part (two carried over from the part before).
The line under a structure holds: MEP2 TOR yeast	Efflux pump mplx	RPL19A TOR yeast	AGP1 TOR yeast	LAP4-GFP MLPCN	Yeast superoxide	CIT2-GFP yeast	AHR act
14. Cc1[nH]n(-c2ccccc2)c(=O)c1C(C[N+](=O)[O-])c1ccc(Cl)cc1 (stereo not drawn)
    77	-0.1	107	106	98	77	110	5
15. COc1ccc(-n2cc(CNC(C)c3ccncn3)c(-c3cccc(F)c3)n2)cc1 (stereo not drawn)
    102	-0.2	98	98	110	94	102	0
16. COc1cccc(C(=O)NOCc2ccccc2)c1OC
    108	-0.1	99	102	106	106	97	1
17. O=C(CNC(=O)C1CCCCC1)OCc1cc(=O)oc2ccc3ccccc3c12
    103	0.0	101	103	97	107	97	3
18. COC(=O)C1=CO[C@@H](O[C@@H]2OC(CO)[C@@H](O)[C@@H](O)[C@@H]2O)C2C1CC[C@]2(C)O (stereo partly drawn)
    104	-0.1	101	102	107	82	100	0
19. CC(=O)C1=C(O)C(=O)N(CCNCCO)C1c1ccccc1 (stereo not drawn)
    99	0.1	101	100	102	117	94	4
20. O=C(O)/C=C\C(=O)N1CCc2ccccc21
    92	-0.4	99	95	87	94	95	14
21. O=C(O)c1cc(S(=O)(=O)Nc2ccc3oc(=O)sc3c2)ccc1O
    105	-0.3	102	103	106	103	113	0
22. O=C(Nc1nc(-c2ccncc2)cs1)C1c2ccccc2Oc2ccccc21
    91	0.3	96	87	85	102	89	11
23. CC(C)CN(C(=O)CSc1n[nH]c(-c2cccs2)n1)C1CCS(=O)(=O)C1 (stereo not drawn)
    96	0.0	98	100	104	84	93	42
24. O=C(O)Cn1cnc2c(=S)nc[nH]c21
    106	-0.3	101	103	102	97	105	0
25. O=C(CN1C(=O)CSc2ccc(S(=O)(=O)N3CCOCC3)cc21)NCCCN1CCc2ccccc2C1
    97	-0.1	97	106	103	107	97	-1
26. Clc1ccc(CSc2ncccn2)cc1
    104	0.1	98	98	113	97	95	-10
27. O=C(Cc1csc(N2CCOCC2)n1)N/N=C/c1ccccc1C(=O)O
    106	0.1	111	102	97	98	101	0
28. COc1ccc(CN2C(=O)C(=O)N(CC(N)=O)C2=O)cc1
    106	0.0	105	108	100	97	109	-1
29. Cc1ccccc1OCCn1cnc2c(N)ncnc21
    115	-0.1	86	.	101	108	107	-3
30. COCCN(C(=O)CN1CCN(S(=O)(=O)c2ccc(F)cc2)CC1)c1c(N)n(Cc2ccccc2)c(=O)[nH]c1=O
    101	0.1	100	99	90	100	99	0

The listing continues.
The line under a structure holds: MEP2 TOR yeast	Efflux pump mplx	RPL19A TOR yeast	AGP1 TOR yeast	LAP4-GFP MLPCN	Yeast superoxide	CIT2-GFP yeast	AHR act
31. COc1ccc(CCNC(=O)C(CC(C)C)NC(N)=O)cc1 (stereo not drawn)
    109	0.0	113	126	112	90	110	0
32. O=C(Nc1nc(-c2ccc3c(c2)OCCO3)cs1)c1ccco1
    91	-0.1	94	92	99	96	92	12
33. COC(=O)c1c(NC(=O)C(=O)N2CCOCC2)sc2c1CCC2
    114	-0.1	101	104	106	98	107	0
34. CCNC(=S)NS(=O)(=O)c1ccc(C)cc1
    101	-0.1	110	89	85	92	107	4
35. Cc1ccc(NC(=O)c2ccccc2NS(=O)(=O)c2ccc(Cl)s2)cc1
    95	-0.4	101	96	96	97	88	4
36. Cc1oc(-c2ccccc2Cl)nc1CS(=O)CC(=O)NCc1ccc(Cl)cc1 (stereo not drawn)
    101	-0.2	99	105	112	106	101	2
37. COc1ccc(C(=O)N/C(=C/c2ccco2)C(=O)NCc2ccco2)cc1
    95	0.1	96	96	113	90	90	0
38. COCCNC(=O)c1cc2nc(-c3ccc(F)cc3)cc(C(F)(F)F)n2n1
    120	-0.2	101	103	121	98	95	0
39. COc1cccc(N(CC(=O)Nc2cccc(N(C)S(C)(=O)=O)c2)S(C)(=O)=O)c1
    104	-0.1	99	103	100	99	100	0
40. CNc1ccc(/C=C/C(=O)c2cccc3ccccc23)cc1[N+](=O)[O-]
    106	-0.1	104	103	103	109	97	-3
41. COC(=O)Nc1nn(-c2ccc(OC)cc2)c(=O)c(C#N)c1C
    97	0.0	99	96	105	96	102	7
42. CC(Sc1ccccc1F)C(=O)Nc1cccc(S(=O)(=O)N2CCOCC2)c1 (stereo not drawn)
    91	0.0	96	97	102	114	83	1
43. Cc1ccccc1-n1ccnc1SCC(=O)NCC1CCCO1 (stereo not drawn)
    103	-0.1	102	101	96	111	103	-2
44. CC1CCCN(C(=O)Cn2nnc(-c3ccccc3F)n2)C1 (stereo not drawn)
    99	-0.1	101	131	95	96	103	7
45. OCCC1CN(Cc2ccc(Oc3ncccn3)cc2)CCN1C1CCCCC1 (stereo not drawn)
    96	-0.2	102	104	96	99	102	0

Carrying on.
The line under a structure holds: MEP2 TOR yeast	Efflux pump mplx	RPL19A TOR yeast	AGP1 TOR yeast	LAP4-GFP MLPCN	Yeast superoxide	CIT2-GFP yeast	AHR act
46. O=C(NNS(=O)(=O)c1ccc(F)cc1)c1cc(Cl)ccc1O
    103	-0.1	106	108	100	95	100	.
47. O=C(Nc1ccccc1C(F)(F)F)N1CCC(N2CCCCC2)CC1
    98	0.0	95	95	93	98	97	2
48. CCN(c1ccccc1)S(=O)(=O)c1ccc(OCC(=O)Nc2cc(C)on2)cc1
    94	-0.1	92	88	92	105	93	-2
49. O=C(NC1CCCC1)C(c1ccccc1)N(Cc1ccco1)C(=O)Cc1cccs1 (stereo not drawn)
    100	-0.1	97	100	107	108	96	-3
50. CCOc1ccc(N2C(=O)C3CCCN3C2=O)cc1 (stereo not drawn)
    99	-0.1	98	105	99	92	101	0
51. Cc1onc(-c2ccccc2)c1C(=O)NC(C)c1ccc2c(c1)OCO2 (stereo not drawn)
    94	0.3	104	95	96	94	92	8
52. COc1ccc(NC(=O)C2CCN(S(=O)(=O)c3cccc4nonc34)CC2)cc1OC
    104	0.0	97	103	102	98	99	0
53. CCn1c(SCc2ccccc2F)nnc1-c1ccncc1
    103	0.0	100	104	103	99	98	-1
54. Cc1nnc(NC(=O)CSc2nnc3scc(-c4ccc(C)c(C)c4)n23)s1
    104	0.3	98	94	98	115	101	3
55. O=C(c1cc(-c2ccc(Cl)cc2)on1)N1CCOCC1
    109	0.0	106	108	116	118	106	-4
56. Cc1ccccc1C(=O)Nc1nnc(SCC(=O)NC2CC2)s1
    110	0.0	105	104	103	111	115	23
57. Cc1ccccc1NC(=O)CCC(=O)N/N=C/c1cccnc1
    103	0.0	111	91	69	121	92	5
58. NC(=O)C1CCN(C(=O)c2cccc3ccccc23)CC1
    106	-0.2	104	103	91	98	107	3
59. Cn1cc(CN2CCc3c([nH]c4ccccc34)C2C(C)(C)C)cn1 (stereo not drawn)
    104	0.1	107	104	103	98	101	21
60. COc1ccc2nc(-c3ccccc3)[nH]c2c1
    101	-0.1	97	113	105	92	108	15

Look-ups from above:
Value of `CCn1c(SCc2ccccc2F)nnc1-c1ccncc1` in RPL19A TOR yeast: 100
Value of `CCN(c1ccccc1)S(=O)(=O)c1ccc(OCC(=O)Nc2cc(C)on2)cc1` in Yeast superoxide: 105

More structures follow:
The line under a structure holds: MEP2 TOR yeast	Efflux pump mplx	RPL19A TOR yeast	AGP1 TOR yeast	LAP4-GFP MLPCN	Yeast superoxide	CIT2-GFP yeast	AHR act
61. COc1cccc(C(=O)NNC(=O)C(=O)Nc2cccc(Cl)c2C)c1
    98	0.0	103	104	100	106	104	-3
62. COc1ccc2[nH]c3c(=O)n(/N=C/c4ccc(OC)c(CN5CCCC5)c4)c(C)nc3c2c1
    107	0.1	115	103	92	106	112	7
63. Oc1cccc(C(=S)N2CCC(Cc3ccccc3)CC2)c1
    102	-0.1	103	103	84	111	111	1
64. COc1cc(C)nc(N2CCCC(C(=O)NC3CCC(C)CC3)C2)n1 (stereo not drawn)
    100	0.0	101	103	101	104	101	8
65. Cc1ccc(C)c(NC(=O)C(Sc2nc3ccccc3c(=O)n2CC(C)C)c2ccccc2)c1 (stereo not drawn)
    137	0.0	103	109	110	103	108	4
66. Cc1cccc(C(=O)NCC(=O)N2CCC2)c1
    +	1.1	403	447*	+	117	+	0
67. CCCOc1ccccc1Nc1nnc(C)c(=O)[nH]1
    98	0.2	98	92	102	98	90	8
